# KDM5B inhibitor = KDM5B demethylase inhibition; Q9UGL1; KDM5B demethylase, FDH-coupled NADH fluorescence (FDH is formaldehyde dehydrogenase); Potency, µM (titrated, usually from 57.7 µM), inactives show top-dose activity change, negative = inhibition, usual class: inhibitors; 220,000 compounds, 2.6% hits; AID 1347165; active = well fitted inhibition curve with a large enough effect; inconclusive = small, poorly fitted or top-dose-only effect; inactive = no such curve, though single readings can be large or run the other way; also: 0% is about no effect; nearly all actives have a fitted effect of over 70% in size
# Target sequence (Q9UGL1 whole entry, looked up): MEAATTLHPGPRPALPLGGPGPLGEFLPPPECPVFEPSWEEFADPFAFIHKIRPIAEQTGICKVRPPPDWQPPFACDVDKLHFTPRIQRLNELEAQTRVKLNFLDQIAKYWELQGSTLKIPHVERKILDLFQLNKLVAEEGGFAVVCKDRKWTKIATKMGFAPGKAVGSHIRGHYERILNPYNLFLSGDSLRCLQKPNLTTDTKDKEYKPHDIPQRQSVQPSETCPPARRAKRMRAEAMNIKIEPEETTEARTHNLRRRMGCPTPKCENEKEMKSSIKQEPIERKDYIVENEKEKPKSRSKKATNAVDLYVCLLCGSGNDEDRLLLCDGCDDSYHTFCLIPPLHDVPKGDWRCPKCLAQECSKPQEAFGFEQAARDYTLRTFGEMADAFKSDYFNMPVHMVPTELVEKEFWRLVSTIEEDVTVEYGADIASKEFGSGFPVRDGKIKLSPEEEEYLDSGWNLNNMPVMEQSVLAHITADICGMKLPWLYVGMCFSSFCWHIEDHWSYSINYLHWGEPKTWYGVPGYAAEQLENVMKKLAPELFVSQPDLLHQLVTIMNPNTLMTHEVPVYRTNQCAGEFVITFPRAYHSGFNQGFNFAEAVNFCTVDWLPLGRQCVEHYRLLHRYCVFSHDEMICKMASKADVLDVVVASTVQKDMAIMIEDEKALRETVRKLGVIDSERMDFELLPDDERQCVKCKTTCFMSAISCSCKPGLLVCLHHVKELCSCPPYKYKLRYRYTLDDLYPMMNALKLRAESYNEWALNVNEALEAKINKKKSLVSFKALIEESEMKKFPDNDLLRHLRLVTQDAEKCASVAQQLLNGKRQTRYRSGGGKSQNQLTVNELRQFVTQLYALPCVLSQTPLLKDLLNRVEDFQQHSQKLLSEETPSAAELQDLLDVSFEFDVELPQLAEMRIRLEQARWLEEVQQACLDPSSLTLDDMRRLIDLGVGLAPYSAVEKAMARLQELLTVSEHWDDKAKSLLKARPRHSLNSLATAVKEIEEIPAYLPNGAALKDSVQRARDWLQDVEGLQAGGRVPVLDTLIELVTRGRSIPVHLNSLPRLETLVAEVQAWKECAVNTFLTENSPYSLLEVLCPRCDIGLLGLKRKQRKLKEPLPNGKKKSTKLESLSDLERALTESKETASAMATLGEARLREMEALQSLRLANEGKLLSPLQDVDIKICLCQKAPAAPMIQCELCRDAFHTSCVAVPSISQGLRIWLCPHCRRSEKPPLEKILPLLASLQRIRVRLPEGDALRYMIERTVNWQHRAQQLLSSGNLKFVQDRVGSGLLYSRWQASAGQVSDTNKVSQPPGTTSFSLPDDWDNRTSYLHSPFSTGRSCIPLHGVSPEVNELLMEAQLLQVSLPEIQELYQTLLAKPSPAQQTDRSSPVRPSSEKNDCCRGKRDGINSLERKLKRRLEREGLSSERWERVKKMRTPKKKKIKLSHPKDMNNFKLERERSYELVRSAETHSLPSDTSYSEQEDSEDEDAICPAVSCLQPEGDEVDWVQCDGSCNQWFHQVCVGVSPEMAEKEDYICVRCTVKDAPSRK
#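 qHTS format, multiple compound concentrations. Buffer 50 mM HEPES pH 7.5/0.01% Tween-20; 200 nM KDM5BΔAP final; 10 min compound preincubation; substrate-mix levels 12.5 µM peptide, 25 µM α-KG, 0.25 mM NAD⁺; 30 min RT; ΔRFU.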
# Starred values were filed as active, the others as inactive; i = inactive; ? = inconclusive; [ ] = dose if it differs, or a comment. Potency is read from the fitted curve at half-maximal effect. Some of the compounds tested, so the mix of outcomes need not match the whole.
No. | KDM5B inhibitor | SMILES
1 | -13% | COc1ccccc1OC1CN(C(=O)C(c2cccc(F)c2)N(C)C)C1 (stereo not given)
2 | ? | O=C(Nc1cnc(-c2ccccc2)nc1)c1ccc(F)c(F)c1
3 | 16% | O=C(CCC1NC(=O)c2ccccc2NC1=O)NCCC(c1ccccc1)c1ccccc1 (stereo not given)
4 | 2% | COc1ccc(OC)c(CNC(=O)C(C)(C)C2CCOCC2)c1
5 | -10% | Cc1ccc(Nc2ccc(N3CCN(S(=O)(=O)c4ccc(C)cc4)CC3)nn2)cc1
6 | 32µM* | O=C(NC1CCCCC1)O[C@@H]1CO[C@H]2[C@@H]1OC[C@@H]2Nc1nccc(-c2cccs2)n1
7 | ? | COCCNc1nc2c(S(=O)(=O)c3ccc(C(C)C)cc3)nnn2c2ccccc12
8 | 4% | CC1=C(C(=O)OC(C)C)C(c2ccc(C(C)C)cc2)N2C(=O)CCSC2=N1 (stereo not given)
9 | -42%[11.5 µM] | COc1ccc(-c2nc3ccccc3n3c(-c4ccccc4)c4c(=O)n(C)c(=O)n(C)c4c23)cc1
10 | ? | Nc1cccnc1Sc1ccccc1
11 | -16% | COCCc1noc(-c2ccccc2OC2CN(S(=O)(=O)C(C)C)C2)n1
12 | -4% | CC(C)Nc1nc(-c2ccccc2O)nc2ccccc12
13 | -1% | CCN1CC2(CCN(C(=O)[C@H]3Cc4ccccc4CN3)CC2)CC1=O
14 | -10%[86.2 µM] | Cc1ccc(C(=O)N2CCC(N3CC4CCCN4C3=O)CC2)cc1 (stereo not given)
15 | ? | CSc1cccc(NC(=O)c2ccc3c(c2)N(C)C2CCCCCN2C3=O)c1 (stereo not given)
16 | 4% | COc1ccc(C2=C(C=O)C(c3ccccc3)c3ccccc3O2)cc1 (stereo not given)
17 | 22% | Cc1ccc(Cn2cc(CN3[C@@H](Cc4ccccc4)COc4cc(Br)ccc4S3(=O)=O)nn2)cc1
18 | 8% | O=C(NCCOc1ccc2ccccc2c1)c1n[nH]c(=O)c2ccccc12
19 | 13% | N#Cc1ccc(OCCOC(=O)c2ccccc2F)cc1
20 | 8% | CCOC(=O)C1=C(c2ccc(O)cc2)NC(=O)NC1C (stereo not given)
21 | -12% | O=C(c1ccc(F)cc1Cl)N1CCC(CCc2ccc(O)cc2)CC1
22 | 301%[activator][86.2 µM] | COCc1cc(C[C@@H]2CC[C@H](O)[C@@H](CNCc3ccccc3OC)O2)no1
23 | -15% | Cc1nc(-c2ccncc2)[nH]c(=O)c1CC(=O)N(C)C1CCCCCCC1
24 | 18% | CN(C)S(=O)(=O)n1cc(/C=C(\NC(=O)c2ccccc2F)C(=O)NCCCn2ccnc2)c2ccccc21
25 | -4% | CN(C)CCN(CC1CCCCC1)C(=O)Nc1ccc(F)cc1
26 | 22% | CCc1noc(-c2cn(C3CCN(C(=O)c4cccc(Cl)c4)CC3)nn2)n1
27 | -17% | O=C(Nc1ccc2ncnc(N3CCCCC3)c2c1)c1ccc(F)cc1F
28 | -22% | COc1ccc2cc(/C=C(\NC(=O)c3ccccc3)C(=O)N(C)C)c(Cl)nc2c1
29 | -25% | CC(C)(C)c1ccc(C(=O)NCC(c2ccco2)S(=O)(=O)c2ccc(F)cc2)cc1 (stereo not given)
30 | 30% | CN(C)Cc1nnc(C2CC(NC(=O)c3ccnnc3)C2)n1C (stereo not given)
31 | -12% | CCCC(C)NC(=O)c1cccc2c(C)c(C)[nH]c12 (stereo not given)
32 | -5% | Cc1ccc(OCCC2CCN(C(=O)Cc3ccsc3)C2)cc1 (stereo not given)
33 | -10% | COc1ccc(Nc2nc(N)c(C(=O)c3ccc(Br)cc3)s2)cc1OC
34 | -16% | CCc1ccc(C2=C(C)C(N3CCC(C(=O)NC4CCCC4)CC3)=NS2(=O)=O)cc1
35 | 5%[86.2 µM] | COc1ccc(CN2C(=O)[C@@H]3C[C@@H](O)CN3C3(CN(C4CCC4)C3)C2=O)cc1
36 | 20% | Cc1cccc(CC(=O)N2CC3CC(C2)[C@H]2CCCC(=O)N2C3)c1 (stereo not given in full)
37 | -16% | O=C1NCCCCCN(C(=O)Cc2ccccc2)[C@@H]2C[C@@H](C(=O)N3CCc4ccccc4C3)C[C@H]12
38 | ? | CCOC(=O)c1cc(-c2ccc(OC)cc2)nc2ccccc12
39 | 5% | NC(=S)NC1CC2C=CC1C2 (stereo not given)
40 | ? | COC(=O)[C@]12C[C@H](CC(=O)NCc3cccc4ccccc34)C(=O)N(Cc3cccc4ccccc34)C1=C[C@H](C(C)(C)C)O[C@@H]2C
41 | 0% | Cc1cnc(C(=O)Oc2ccc(C(C)(C)C)cc2C)cn1
42 | -9% | Cc1cccc(OC(C)CCN2CCC(C(O)(c3ccccc3)c3ccccc3)CC2)c1 (stereo not given)
43 | -16% | CCCNC(=O)N1C[C@@H](Oc2cccnc2)C[C@@H]1C(=O)NC
44 | -16% | COC(=O)c1cc(NC/C=C/c2ccccc2)ccc1N1CCOCC1
45 | ? | CC(C)c1ccc(S(=O)(=O)Nc2ccc3oc4c(c3c2)C(=O)CC(C)(C)C4)cc1
46 | -6% | Fc1ccc(CNC(=S)NCc2ccc(Cl)c(Cl)c2)cc1
47 | 20% | CCc1nnc([C@@H]2CC(F)(F)CN2C(=O)c2ccc3nc[nH]c3c2)o1
48 | 67%[activator] | CCCc1nc(C(=O)NC(CCn2cncn2)c2ccccc2)cs1 (stereo not given)
49 | -5% | CCc1ccc(C(=O)Nc2cccc(C(C)=O)c2)cc1S(=O)(=O)N1CCOCC1
50 | -13% | O=C(CCC1CCCC1)NCCC1CCN(C(=O)Nc2ccc(F)cc2F)CC1

# Other records
No. | KDM5B inhibitor | SMILES
51 | 6% | N/C(Cc1nc(-c2ccc(F)cc2)cs1)=N\O
52 | 26% | CC(=O)c1ccc(OCc2ccccc2)cc1
53 | -4% | COc1ccc(-c2noc(CCC(=O)N3CCc4sccc4C3c3cccs3)n2)cc1OC (stereo not given)
54 | ? | COc1ccc(C2c3c(-c4c(C)cc(C)cc4O)n[nH]c3C(=O)N2Cc2ccco2)cc1 (stereo not given)
55 | 13% | Cc1ccccc1CNC(=O)Cc1n[nH]c(=O)c2ccccc12
56 | -14% | Cc1ccc(NC(=O)c2ccccc2)c(NC(=O)C2CCN(CC(N)=O)CC2)c1
57 | -12% | COc1ccc(-c2cc(C(=O)NCc3ccc(C)cc3)c3cc(C(C)C)ccc3n2)cc1
58 | -1% | CN(C)C(=O)c1cccnc1OC1CCN(S(=O)(=O)Cc2cccc(Cl)c2)C1 (stereo not given)
59 | 20% | Cc1ccsc1C(=O)NNC(=S)NC(C)c1ccccc1 (stereo not given)
60 | -6% | CN1CC[C@H]2CN(C(=O)Nc3ccccc3-c3ccccc3)C[C@H]21
61 | -15% | Cc1cccc(C)c1NC(=O)c1ccc2nc(CCc3ccccc3)oc2c1
62 | 75%[activator] | Cc1ccc(Nc2cc(C(=O)NC3CCCC3)c3ccccc3n2)c(C)c1
63 | ? | CCCCOc1ccc(C2C(C(=O)c3ccc(C)o3)=C(O)C(=O)N2Cc2ccco2)cc1 (stereo not given)
64 | 28µM* | CCC(C)NC(=O)Cc1csc2nc(C)c(-c3cc(C)n(-c4ccc(C)cc4)n3)c(=O)n12 (stereo not given)
65 | -10% | Cn1cccc1C(=O)NCC(=O)N1CCCCCCNC(=O)CC1c1ccccc1 (stereo not given)
66 | 9% | O=C(c1cc(-c2ccccc2Cl)nc2ccccc12)N1CCOCC1
67 | 23% | CC1(C)CC(=O)C2=C(C1)OC(N)=C(C#N)C2c1ccc(OC(=O)c2ccccc2)cc1 (stereo not given)
68 | 11% | Cc1nc(NCCN(C)C)c(C#N)c2c1CCCC2
69 | i | COc1ncccc1-c1cc2[nH]ccc2c(C(=O)NCc2c(C)cc(C)[nH]c2=O)n1
70 | 20% | O=C(NCC(c1cccs1)N1CCOCC1)c1cccc(S(=O)(=O)Nc2ccc(F)cc2)c1 (stereo not given)
71 | -4% | CSc1ccccc1NC(=O)CN(C)C(=O)c1cc(S(=O)(=O)N2CCOCC2)ccc1Cl
72 | 10% | Nc1ncnc(Nc2cc(Cl)ccc2Cl)c1[N+](=O)[O-]
73 | 14% | Cc1ccc(C2Cn3nnc(-c4noc(-c5cccnc5)n4)c3CO2)cc1 (stereo not given)
74 | 112µM* | O=C(c1nc(-c2cccnc2)c2ccccn12)N1CCOCC1
75 | -21% | COc1ccc2oc(=O)cc(CN3CCN(C(=O)c4ccc(OC)c(OC)c4)CC3)c2c1
76 | ? | COc1cc(/C=C(/C#N)C(=O)OC(C)C)cc(Br)c1O
77 | 25% | Brc1cccc(C=Nc2cccc3c2CCCC3)c1
78 | 1% | O=C(Nc1ccc(Cl)cc1)N1CCn2c(nn(-c3ccc([N+](=O)[O-])cc3)c2=O)C1
79 | -1% | Cn1cnc(S(=O)(=O)N[C@H]2CCN(C(=O)c3ccco3)[C@H](C(=O)N[C@H](Cc3ccccc3)C(N)=O)C2)c1
80 | 2% | CCOc1ccccc1Nc1nnc(-c2cc3cc(OC)ccc3oc2=O)s1
81 | -18%[86.2 µM] | O=C(OCc1ccccc1)N1CCOCC12CCN(Cc1ccc3[nH]ccc3c1)CC2
82 | -9% | COC(=O)c1sc2cccc(F)c2c1S(=O)(=O)N1CCN(c2ccc(F)cc2)CC1
83 | -5% | Cc1cccc(C(=O)NCCC(=O)Nc2ccc(C#N)cc2)c1
84 | 21% | Cc1ccc(-c2nn(CC(=O)N3CCCC3)c(=O)c3ccccc23)cc1
85 | 12% | Cn1nnnc1-c1cccc(NCC(=O)NC2(C#N)CCCC2)c1
86 | 0% | CN1CCC(NC(=O)c2cc(Cl)cc(Cl)c2)CC1
87 | -28% | Cc1ccc(NC(=O)C2CCN(c3cc(C(F)(F)F)ncn3)CC2)c(C)c1
88 | -30% | Cc1nc(N2CCC(NCCN3CCCOC3=O)CC2)c2ccsc2n1
89 | -5% | COc1cccc(N2CCN(C(=O)c3cc4cc5cc(C)ccc5nc4s3)CC2)c1
90 | ? | CN(C)[C@@H]1C[C@H](Cn2cc(-c3cccnc3)nn2)[C@@H](O)[C@H]1O
91 | -3% | Cc1ccc(-c2cc(C(=O)N3CCCC3c3nncn3C(C)C)[nH]n2)cc1C (stereo not given)
92 | -12% | CCC1CCCCN1C(=O)Cn1nc2cc(C)nc(N3CCc4ccccc4C3)n2c1=O (stereo not given)
93 | ? | O=C(NCCc1c[nH]c2ccccc12)Nc1ccccc1C(F)(F)F
94 | 8% | CC(C)NC(=O)C1CC1
95 | 24% | Cn1nccc1C(=O)N1[C@@H]2CC[C@H]1CC(NC(=O)c1ccncc1)C2 (stereo not given in full)
96 | -8% | COc1ccc(N2CCN(S(=O)(=O)CCNC(=O)Cc3ccc(Cl)cc3)CC2)cc1
97 | -17% | CC1Cc2ccccc2N1S(=O)(=O)c1c(F)cc(F)cc1Br (stereo not given)
98 | 8%[230 µM] | CC1=NOC2(CCCN(C(=O)c3ccccc3)C2)C1 (stereo not given)
99 | 13% | COC(=O)c1ccc(CN2C(=O)[C@@H]3C[C@@H](O)CN3C3(CN(Cc4ccccc4F)C3)C2=O)cc1
100 | 5%[115 µM] | O=C(c1ccc(Cl)cc1)N1CCn2c(nn(-c3ccc(C(F)(F)F)cc3)c2=O)C1

# (listing goes on)
No. | KDM5B inhibitor | SMILES
101 | ? | CC(=O)Nc1ccc(-c2nc3ccccc3o2)cc1
102 | -43% | CCc1ccccc1N1CC(c2nc3ccccc3n2CC(C)C)CC1=O (stereo not given)
103 | ? | N#CC1=C(N)Oc2c(ccc3ccccc23)C1c1ccc2c(c1)OCO2 (stereo not given)
104 | -13% | COc1cccc(CNC(=O)CSC2=Nc3ccccc3N=C(c3ccc(F)cc3)C2)c1
105 | -20% | CCCC(=O)Nc1nnc(SCc2cc(=O)c3ccc(C)cc3[nH]2)s1
106 | -5% | COc1ccc(-c2csc3nc(-c4ccc(F)cc4)oc(=O)c23)cc1
107 | 13% | CCc1ccc(C2CC(=O)c3c([nH]c(C(=O)OCCOc4ccccc4)c3C)C2)cc1 (stereo not given)
108 | -28% | COc1ccc(CN2C[C@@H]3C(=O)N(CCN4CCc5ccccc5C4)C(=O)[C@@H]3C2)c(OC)c1
109 | -13% | CCCn1c(CNC(=O)c2cc(OC)c(OC)c(OC)c2)nc2ccccc21
110 | ? | Cc1ccc(CNC(=O)c2ccccc2NC(=O)Cn2c(C)cc(C)c(C#N)c2=O)o1
111 | 13% | CCOC(=O)CN1CCN(c2nc3c(c(=O)[nH]c(=O)n3C)n2Cc2ccccc2)CC1
112 | -10%[86.2 µM] | CNC(=O)[C@@H](c1ccccc1)N1CCC[C@H]1C(=O)N(C)Cc1ccccc1
113 | 3% | Cc1ccc(C(=O)N2[C@@H]3CC[C@H]2CC(NC(=O)c2ccncc2)C3)cc1F (stereo not given in full)
114 | -10% | NC(=O)[C@H](CC1CCCCC1)NC(=O)[C@@H]1CN(S(=O)(=O)c2ccccc2)CCN1C(=O)c1cccs1
115 | 16% | O=C(CCOc1cccc(F)c1)N1CCC(c2nnc3n2CCC3)CC1
116 | -25% | Cc1ccc(CN2CCCC(c3nn(-c4ccc(Cl)cc4)c(=O)[nH]3)C2)cc1 (stereo not given)
117 | -3% | Cc1c(-c2ccc(F)cc2)[n+](=O)c(-c2ccc(F)cc2)c(C)n1[O-]
118 | -9%[86.2 µM] | CC1(C(=O)N2CCC(c3ccccc3)CC2)CCc2cnc(Nc3ccncc3)nc21 (stereo not given)
119 | 8% | CC(=O)c1cccc(NC(=O)CN2CCN(C)CC2)c1

# From PubChem
